Screens deposited in PubChem BioAssay by National Center for Advancing Translational Sciences (NCATS).
Menin-MLL TR inh: menin-MLL binding inhibition, Texas Red mutant peptide; AID 1768; O00255; actives 0.23% (n = 270,000); Menin + Texas Red MLL mutant peptide, fluorescence polarization; Potency, µM (titrated, usually from 61.6 µM), inactives show top-dose FP activity change, negative = inhibition, actives largely listed as inhibitors; active = well fitted inhibition curve with a large enough effect in the polarisation, with a control signal flat, not every such curve was filed as active; inconclusive = small, poorly fitted or top-dose-only effect, or effect the other way, or a change in a side signal; inactive = no such curve, though single readings can be large or run the other way; the % refers to the polarisation; also: potency is read from the fitted curve at half-maximal effect; % of control where 0% means no effect; many of its hits are not listed in these tables
Mito fusion yeast: inhibitors of mitochondrial division or activators of mitochondrial fusion; S. cerevisiae fusion-defective mutant growth rescue, CellTiterGlo 48 h; Potency, µM (series often up to 46.1 µM), for the others: at the top dose growth rescue (activation), usual class: activators; actives 0.23% (n = 320,000); AID 485298;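 also: potency is read from the fitted curve at half-maximal effect; % of control where 0% means no effect; nearly all actives have a fitted effect of over 45% in size; temperature-sensitive fusion mutants such as fzo1-1 at 37 °C on non-fermentable ethanol glycerol medium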
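Yeast fusion mutant, YPEG (non-fermentable carbon), compound, 48 h at 37C non-permissive; CellTiterGlo added, 10 min RT, luminescence read. Rescued growth = division inhibition.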
USP2a block: blocks human ubiquitin-specific protease USP2a; O75604; USP2 core, Ub-CHOP2 coupled fluorogenic reporter, 485/531; Potency, µM (doses to about 38.3 µM), without a hit: at the top dose activity change, negative = inhibition, hits mostly inhibitors; actives 0.01% (n = 330,000); AID 463254;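 also: potency is read from the fitted curve at half-maximal effect; plate controls were DMSO wells for no effect and full inhibition by NEM control for full effect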
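USP2 core (10nM final) preincubated 30min RT with compound in 20mM Tris-HCl pH 8.0, 2mM CaCl2, 2mM beta-mercaptoethanol, 0.05% CHAPS; 25nM Ub-CHOP2 plus 25nM reporter substrate added, fluorescence (Ex485/Em531) read after 60min.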
S-ASM inh: inhibitors of human secretory acid sphingomyelinase; actives 0.006% (n = 340,000); Potency, µM (top dose mostly 57.5 µM), without a hit: at the top dose activity change, negative = inhibition, hits mostly inhibitors; placental ASM, HMU-PC fluorogenic substrate, 60 min; also: potency is read from the fitted curve at half-maximal effect
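HMU-PC0 cleavage (9 uM final) by human placental ASM, 60 min at 37 °C following 10 min compound exposure at RT; stopped at pH 10, fluorescence Ex 386/Em 447 nm.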
GALK inh: inhibitors of human galactokinase. P51570. Purified GALK, Kinase-Glo residual ATP luminescence. Potency, µM (highest dose often 57.5 µM), without a hit: at the top dose activity change, negative = inhibition, actives largely listed as inhibitors. actives 0.007% (n = 270,000); also: potency is read from the fitted curve at half-maximal effect; % is scaled to controls: 0 for no effect and ±100 for the full control effect
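5 nM enzyme, 35 uM ATP, 100 uM galactose, 20 mM HEPES pH8.0, 5 mM MgCl2; 1 h RT; residual ATP by Kinase-Glo Plus luminescence, qHTS format.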
MBNL1 CUG block: MBNL1-poly(CUG) RNA binding inhibition. actives 0.036% (n = 280,000). Potency, µM (series often up to 57.5 µM), without a hit: at the top dose activity change, negative = inhibition, usual class: inhibitors. AID 2675. TR-FRET MBNL1-His/biotin-(CUG)12 binding, 665/545 ratio. Q9NR56; active = well fitted inhibition curve with a large enough effect in the signal ratio, with a control signal flat, not every such curve was filed as active; inconclusive = small, poorly fitted or top-dose-only effect, or effect the other way, or a change in a side signal; inactive = no such curve, though single readings can be large or run the other way; the % refers to the signal ratio; also: potency is read from the fitted curve at half-maximal effect; % is scaled to controls: 0 for no effect and ±100 for the full control effect
Target sequence (Q9NR56 whole entry, looked up): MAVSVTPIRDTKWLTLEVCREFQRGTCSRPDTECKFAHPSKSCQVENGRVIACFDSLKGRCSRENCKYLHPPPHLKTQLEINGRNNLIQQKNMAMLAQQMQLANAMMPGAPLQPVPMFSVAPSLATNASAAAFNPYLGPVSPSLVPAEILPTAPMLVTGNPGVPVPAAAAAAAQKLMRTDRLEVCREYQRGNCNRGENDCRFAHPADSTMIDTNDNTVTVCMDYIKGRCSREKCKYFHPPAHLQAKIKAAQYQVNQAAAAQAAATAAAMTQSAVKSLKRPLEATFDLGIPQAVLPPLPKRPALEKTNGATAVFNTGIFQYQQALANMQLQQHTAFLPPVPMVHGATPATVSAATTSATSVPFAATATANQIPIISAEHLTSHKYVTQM
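Inhibition of protein-RNA binding appears as loss of TR-FRET between terbium anti-His antibody on MBNL1-His and streptavidin-XL665 on biotin-(CUG)12. Activity is normalized to buffer-only and uninhibited-complex controls.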
TSHR antag: blocks TSH signaling through the human TSH receptor; P16473; AID 504810; TSHR-expressing cells, TSH-stimulated cAMP HTRF, 2 h; active compounds read low; actives 0.2% (n = 330,000); activity change, negative = inhibition, % at 11.5 µM;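 active = activity change below a set negative limit, meaning inhibition stronger than a set level, cut at about -70% in these data; inconclusive = activity change between two set negative limits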; also: % is scaled to controls: 0 for no effect and ±100 for the full control effect
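TSHR-expressing cells were treated with compounds, then stimulated with TSH at EC80 (4nM final) for 2 hours at 37 deg C. Cellular cAMP was measured by HTRF competition between lysate cAMP and cAMP-d2 for a cryptate-labelled anti-cAMP antibody.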
Eya2 inh: inhibitors of human Eya2 phosphatase activity | O00167 | recombinant Eya2, OMFP fluorescence dephosphorylation (OMFP is methylfluorescein phosphate) | actives 0.006% (n = 330,000) | Potency, µM (titrated, usually from 76.9 µM), inactives show at the highest dose activity, negative = inhibition, usual class: inhibitors; also: potency is read from the fitted curve at half-maximal effect; % is scaled to controls: 0 for no effect and ±100 for the full control effect
Target sequence (O00167 whole entry, looked up): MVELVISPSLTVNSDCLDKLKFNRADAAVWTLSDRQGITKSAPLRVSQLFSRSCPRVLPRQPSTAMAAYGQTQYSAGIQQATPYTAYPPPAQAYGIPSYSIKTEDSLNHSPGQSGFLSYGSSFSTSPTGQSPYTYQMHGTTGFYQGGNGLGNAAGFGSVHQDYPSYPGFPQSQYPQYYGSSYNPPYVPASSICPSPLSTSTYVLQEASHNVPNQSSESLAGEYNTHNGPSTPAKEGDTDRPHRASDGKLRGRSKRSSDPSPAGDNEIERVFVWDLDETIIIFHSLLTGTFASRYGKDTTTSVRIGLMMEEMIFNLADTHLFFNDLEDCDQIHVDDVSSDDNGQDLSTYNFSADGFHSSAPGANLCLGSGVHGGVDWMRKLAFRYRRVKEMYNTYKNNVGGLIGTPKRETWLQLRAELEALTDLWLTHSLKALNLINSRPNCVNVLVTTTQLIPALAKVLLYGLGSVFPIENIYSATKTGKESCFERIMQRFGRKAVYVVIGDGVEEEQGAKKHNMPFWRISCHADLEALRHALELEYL
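Eya2 (0.2 uM) preincubated 10 min at ambient with compound, then OMFP substrate added at 50 uM; 10 min reaction in 50 mM HEPES pH 7.5, 50 mM NaCl, 5 uM MgCl2, 0.05% BSA, 1 mM DTT. Fluorescence read at Ex 485/Em 525 nm.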
hERG WT inh: inhibitors of human wildtype KCNH2 potassium channel; Q12809; activity change, % at 1.84 µM; U2OS, BacMam KCNH2, thallium flux FluxOr; active compounds read low; actives 0.37% (n = 340,000);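 active = maximum activity change below -70%; inconclusive = maximum activity change between -70% and -50%; inactive = maximum activity change above -50%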; also: % is scaled to controls: 0 for no effect and ±100 for the full control effect
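U2OS cells transduced with wild-type KCNH2 virus are loaded with FluxOr dye for 45 min, and thallium flux is measured in kinetic reads before and after stimulation buffer. Rate constants are normalized to DMSO controls.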
PKM2 activator: activators of human pyruvate kinase M2; P14618; purified PKM2, Kinase-Glo ATP luminescence, activation; response scale: 0% is enzyme alone, no compound; Potency, µM (series often up to 57.5 µM), without a hit: top-dose activation, hits mostly activators; actives 0.34% (n = 260,000); AID 1631; also: potency is read from the fitted curve at half-maximal effect; % is scaled to controls: 0 for no effect and ±100 for the full control effect; nearly all actives have a fitted effect of over 55% in size
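Kinase-Glo luminescence reports ATP generated from ADP (0.1 mM) and PEP (0.5 mM) by purified hPK-M2 after 1 h at room temperature, pH 7.2 imidazole buffer; intermediate enzyme activity allows detecting inhibitors and activators.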
Chronic BCR inh: blocks chronic active B-cell receptor signaling; AID 493014; actives 0.05% (n = 340,000); Potency, µM (top dose mostly 46.1 µM), without a hit: at the highest dose ratio change, negative = lower green/red ratio, most hits filed as inhibitors; ABC-DLBCL IkBa-CBG/CBR reporter, luminescence ratio, 4 h; active = well fitted inhibition curve with a large enough effect in the signal ratio, with a control signal flat, not every such curve was filed as active; inconclusive = small, poorly fitted or top-dose-only effect, or effect the other way, or a change in a side signal; the % refers to the signal ratio;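 also: potency is read from the fitted curve at half-maximal effect; plate controls were basal doxycycline-induced cells for no effect and cells given 10 µM MG132 for full effect; MG132 reads +100%, hits lower the ratio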
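TMD8 ABC-DLBCL cells carrying doxycycline-inducible green luciferase fused to IkappaBalpha plus unfused red luciferase were exposed to compounds (up to 46 uM) for 4 hrs at 37C. Activity came from the overlap-corrected green/red luminescence ratio.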
* hit, by the source's call; ? = inconclusive; . = not tested or not shown; & = joins results of further samples; [ ] = another dose, or the depositor's remark. Unless noted, calls follow the shape of the dose curve; as a rule, active = well fitted curve in the direction sought with a large enough effect; inconclusive = small, poorly fitted or top-dose-only effect, or another doubt; inactive = no such curve, though single readings can be large; an effect the other way counts as inactive or inconclusive.

SMILES | Menin-MLL TR inh | Mito fusion yeast | USP2a block | S-ASM inh | GALK inh | MBNL1 CUG block | TSHR antag | Eya2 inh | hERG WT inh | PKM2 activator | Chronic BCR inh
O=S(=O)(c1ccc2c(c1)OCCO2)N1CCN(S(=O)(=O)c2ccco2)CC1 | . | . | 0% | 3% | . | . | -3 | -4% | . | . | -4%
c1ccc(-c2csc(N3CCSCC3)n2)cc1 | 19% | 6% | -1% | -1% | -2% | -1% | 1 | -15% | 33 | -12% | 0%
CCOC(=O)CNC(=O)Cn1c(C)cc2ccccc2c1=O | 8% | 4% | 2% | 0% | 8% | -4% | -1 | -17% | 1 | -6% | ?
COC(=O)c1cc(CSc2ncnc3sccc23)oc1C | 19% | -2% | 1% | -1% | . | 3% | -4 | -26% | 0 | . | ?
CC(=O)C1=C(C)Nc2ncnn2C1c1ccc(Cl)cc1 (configuration not stated) | -8% | -5% | -1% | 60%[activator] | 1% | 0% | 9 | 10% | 0 | -3% | 2%
COc1ccc(-c2noc(C3CCCN(C(=O)c4ccccc4OC)C3)n2)cc1 (configuration not stated) | -10% | 4% | 1% | -2% | -4% | -3% | -18 | -2% | -2 | -6% | -6%
Cc1ccc(C)c(NC(=S)Nc2ccc(S(=O)(=O)Nc3ncccn3)cc2)c1 | 10% | -3% | 3% | 3% | -2% | -6% | 0 | -1% | -22 | -2% | 0%
Cc1cc(Cl)ccc1N=C1N=C(N)c2ccccc21 | -15% | 0% | 2% | -2% | 1% | 3% | -6 | 0% | -2 | -3% | 17%
O=C(c1cncc(Br)c1)N1CCN(c2ccc(N3CCOCC3)nn2)CC1 | 8% | -1% | 2% | 102%[activator] | 2% | 12% | 4 | 26% | 3 | -3% | ?
Cn1c(-c2nonc2N)nc2ccccc21 | 15% | -2% | 1% | 2% | 0% | 4% | 0 | -1% | 7 | 0% | 1%
CCc1c(C)nc(SCC(=O)N2CCN(c3ccccc3)CC2)[nH]c1=O | -2% | -7% | 9% | -1% | -2% | -8% | 22 | 6% | -79* | 1% | 11%
COc1ccc(C(=O)CSc2nc3nc(C)cc(C)n3n2)cc1OC | -8% | 2% | -3% | -1% | 0% | -5% | . | -18% | 5 | -6% | -1%
CC(=O)Nc1ccc(/C=N/Nc2ccc(C(=O)c3c(C)cc4ccccn34)cc2[N+](=O)[O-])cc1 | . | 3% | -1% | -4% | 1% | -4% | 2 | -4% | -3 | -12% | 13%
Cc1cccc(N2CCN(C(=O)c3cc(C)oc3C)CC2C)c1 (configuration not stated) | -16% | 5% | 6% | 5% | 4% | -9% | 11 | -8% | -10 | 4% | 0%
Cc1onc(-c2ccccc2)c1C(=O)Nc1cccc(OC(C)C)c1 | 21% | 5% | 0% | -2% | 0% | 5% | -18 | -22% | -7 | 9% | ?
COc1ccc(NC(=O)N2CCCC2)cc1OC | 19% | -2% | 0% | 6% | 0% | 2% | -28 | 29% | -12 | -8% | 3%
Cc1nc(N2CCN(C(=O)c3ccco3)CC2)c2c3c(sc2n1)CCC3 | -11% | -5% | 2% | 0% | 6% | 5% | -28 | 1% | -2 | 13% | 0%
CCOC(=O)C1CCN(CC(=O)Nc2ccc(OC)c(Cl)c2)CC1 | -14% | -6% | -1% | -1% | 12% | 6% | -1 | 7% | -11 | . | -6%
Cc1ccc2[nH]c(C(=O)O)c(NC(=O)c3ccccc3[N+](=O)[O-])c2c1 | 13% | -10% | 0% | 6% | 3% | ? | 5 | 0% | 0 | -3% | 0%
COc1cc(C(=O)Nc2cccc(NC(=O)c3ccccc3)c2)cc(OC)c1OC | 18% | -1% | 0% | -13% | -5% | -1% | 12 | -3% | -12 | -2% | -11%

Only TSHR antag (4 entries from above):
| smiles | TSHR antag |
| --- | --- |
| c1ccc(-c2csc(N3CCSCC3)n2)cc1 | 1 |
| CCOC(=O)CNC(=O)Cn1c(C)cc2ccccc2c1=O | -1 |
| COC(=O)c1cc(CSc2ncnc3sccc23)oc1C | -4 |
| CC(=O)C1=C(C)Nc2ncnn2C1c1ccc(Cl)cc1 (configuration not stated) | 9 |

A few values from the entries so far:
COc1cc(C(=O)Nc2cccc(NC(=O)c3ccccc3)c2)cc(OC)c1OC in Menin-MLL TR inh → 18%
O=C(c1cncc(Br)c1)N1CCN(c2ccc(N3CCOCC3)nn2)CC1 in USP2a block → 2%

Following part
SMILES | Menin-MLL TR inh | Mito fusion yeast | USP2a block | S-ASM inh | GALK inh | MBNL1 CUG block | TSHR antag | Eya2 inh | hERG WT inh | PKM2 activator | Chronic BCR inh
O=C(Nc1cccc(-c2cccc(Cl)c2)c1)C1CCN(CC2CCOC2)CC1 (configuration not stated) | . | -28% | 1% | -7% | -4% | -3% | -10 | 1% | -20 | -5% | -1%
COCCCN1C(=O)C(=O)/C(=C(/O)c2ccc(OCC(C)C)cc2)C1c1cccnc1 (configuration not stated) | -7% | -1% | 0% | -1% | -1% | 2% | 3 | -33% | -6 | -8% | 9%
Cc1cc(C)c2c(N)c(C(=O)NN3CC(=O)N(c4ccccc4)CC3=O)sc2n1 | . | -1% | 1% | 18% | 2% | ? | 3 | -1% | 6 | -6% | ?
CCOc1ccc(C(C(=O)NC2CCCCC2)N(CCOC)C(=O)c2snc(C(N)=O)c2N)cc1 (configuration not stated) | -14% | -1% | 3% | 99%[activator] | -3% | -1% | 37 | -5% | 11 | -1% | -1%
CCCCOC(=O)NC(NCC(O)c1ccccc1)(C(F)(F)F)C(F)(F)F (configuration not stated) | -7% | 3% | -1% | 1% | 1% | -1% | 1 | -6% | 2 | 6% | 10%
Cc1ccc(C(=O)Nc2cccc(-c3nc4ncccc4o3)c2)cc1 | . | 3% | 1% | -2% | -1% | 9% | 1 | -12% | -2 | 4% | -1%
COc1ccc(NC(=O)CSc2ccc(-c3ccco3)nn2)c(OC)c1 | . | 0% | 4% | -4% | -6% | 8% | 19 | 10% | -10 | 3% | ?
CC1CCCN(Cc2c(O)ccc3c(=O)c(-c4nc5ccccc5s4)c(N)oc23)C1 (configuration not stated) | 58%[activator] | -4% | 1% | -7% | 1% | -15% | -14 | 7% | 7 | -10% | ?
c1ccc(-c2cnnc(N3CCOCC3)n2)cc1 | -19% | -1% | 3% | -1% | 0% | ? | 15 | 6% | -1 | 0% | 0%
CCOc1ccccc1NC(=O)COC(=O)CC(C)(C)CC1=NS(=O)(=O)c2ccccc2N1 | . | -7% | 2% | -7% | -4% | -3% | -4 | -9% | 2 | . | 0%&5%
O=C(O)CCn1c(Cc2ccccc2)nc2ccccc21 | 11% | 1% | 0% | -1% | -2% | -8% | -9 | 2% | -16 | 0%[11.5 µM] | 0%
CC(=O)NNC(=O)CCn1nnc(-c2ccc(Cl)cc2)n1 | 14% | -1% | 1% | 1% | -1% | 8% | -5 | -2% | -23 | -20% | -21%
Cc1ccc(S(=O)(=O)N2[C@@H](c3ccccc3F)C(C(=O)O)=CC[C@H]2c2cccc(C)c2)cc1 | . | -3% | 1% | 4% | . | . | 7 | -18% | -24 | . | 3%
CCOC(=O)C1CCN(C(=S)Nc2ccc(C)cc2)CC1 | -10% | -1% | 2% | 4% | -2% | -3% | 3 | -2% | 5 | 6% | -2%
Cc1cc(NC(=O)CSc2nc3ccccc3s2)no1 | -8% | -4% | 2% | -1% | -3% | 3% | -1 | 4% | -10 | -5% | 18%

An excerpt, so the mix of outcomes need not match the whole.
